TDP-43 yeast inh: inhibitors of TDP-43 toxicity in yeast. TDP-43 expressing yeast growth rescue, BacTiter-Glo, 24 h. Potency, µM (series often up to 46.1 µM), for inactives: at the top dose growth rescue (activation), usual class: activators. 410,000 tested, 1.8% active; also: potency is read from the fitted curve at half-maximal effect; % of control where 0% means no effect; nearly all actives have a fitted effect of over 50% in size
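Yeast cells expressing TDP-43 under galactose induction are exposed to compounds for 24 hr at 30 deg C. BacTiter-Glo luminescence measures growth, so protective compounds score as activators.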
EPAC2 agonist: activates human EPAC2 exchange factor; Q8WZA2; EPAC2 activation, biochemical qHTS; response scale: 100% = 6.5 mM cAMP response; Potency, µM (highest dose often 154 µM), for inactives: at the highest dose activation, hits mostly activators; AID 720711; 360,000 tested, 0.079% active; also: potency is read from the fitted curve at half-maximal effect; nearly all actives have a fitted effect of over 50% in size
Target sequence (Q8WZA2 whole entry, looked up): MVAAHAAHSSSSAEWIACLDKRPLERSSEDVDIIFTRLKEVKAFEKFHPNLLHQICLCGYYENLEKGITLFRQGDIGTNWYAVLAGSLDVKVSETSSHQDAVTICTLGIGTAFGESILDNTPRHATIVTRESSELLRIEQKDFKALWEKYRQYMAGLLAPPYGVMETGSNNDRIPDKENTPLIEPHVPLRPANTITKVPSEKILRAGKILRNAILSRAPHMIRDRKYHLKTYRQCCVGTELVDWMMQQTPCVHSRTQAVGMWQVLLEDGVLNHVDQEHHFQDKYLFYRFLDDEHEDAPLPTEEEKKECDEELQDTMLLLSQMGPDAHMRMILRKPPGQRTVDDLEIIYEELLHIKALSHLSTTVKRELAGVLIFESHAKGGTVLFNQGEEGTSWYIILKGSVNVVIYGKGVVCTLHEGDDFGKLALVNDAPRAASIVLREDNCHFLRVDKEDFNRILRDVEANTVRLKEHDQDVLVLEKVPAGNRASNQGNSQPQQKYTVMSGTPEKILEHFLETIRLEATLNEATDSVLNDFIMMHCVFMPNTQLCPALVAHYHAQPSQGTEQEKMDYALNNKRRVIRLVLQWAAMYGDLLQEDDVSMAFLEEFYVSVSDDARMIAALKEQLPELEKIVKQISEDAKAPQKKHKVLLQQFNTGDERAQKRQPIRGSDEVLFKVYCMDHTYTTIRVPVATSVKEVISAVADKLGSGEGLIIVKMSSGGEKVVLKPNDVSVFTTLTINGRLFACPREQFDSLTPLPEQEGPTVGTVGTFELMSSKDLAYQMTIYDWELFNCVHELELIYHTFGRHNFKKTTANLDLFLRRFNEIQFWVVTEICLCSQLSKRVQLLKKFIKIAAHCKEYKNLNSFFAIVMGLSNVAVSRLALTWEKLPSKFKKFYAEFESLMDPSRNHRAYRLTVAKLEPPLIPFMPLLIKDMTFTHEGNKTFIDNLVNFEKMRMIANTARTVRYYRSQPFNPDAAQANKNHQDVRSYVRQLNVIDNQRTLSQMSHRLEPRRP
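In this primary screen, activation is scored as increased exchange of BODIPY-GDP from Rap1B by 100 nM EPAC2, with 50 uM GDP as competitor. Signal is normalized to the 6.5 mM cAMP agonist control.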
aSyn rescue: alpha-synuclein toxicity inhibition in yeast; Potency, µM (highest dose often 46.1 µM), for inactives: at the top dose growth rescue (activation), hits mostly activators; Yeast expressing alpha-synuclein, growth rescue, BacTiter-Glo, 24 h; 370,000 tested, 0.14% active; also: potency is read from the fitted curve at half-maximal effect; % of control where 0% means no effect; nearly all actives have a fitted effect of over 65% in size
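Rescue of yeast growth: cells expressing toxic alpha-synuclein, induced in galactose at OD600 0.02, incubated with compound 24 h at 30 C. ATP luminescence quantified growth; inhibitors of toxicity appear as activators.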
DRD3 antagonist: blocks the human D3 dopamine receptor; AID 652054; P35462; max response, negative = inhibition, %; D3R cells, DiscoveRx beta-arrestin luminescence, antagonist mode; active compounds read low; 360,000 tested, 2.5% active; in the data active = max response below about -50%; inconclusive = no clear call, values can overlap the other calls; also: % is scaled to controls: 0 for no effect and ±100 for the full control effect; mostly tested at two doses, the higher about 12 µM
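Cells plated overnight at 1500 cells/well, then exposed to library compounds with dopamine controls for 90 minutes at 37 degrees C. DiscoveRx reagent added for 30–60 minutes at room temperature; luminescence read, quantitative HTS format.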
D3 ag: activates the human D3 dopamine receptor; P35462; D3R DiscoveRx beta-arrestin cells, luminescence, 90 min; max activation, %; 410,000 tested, 0.58% active; in the data active = max activation above about 30%; also: 0% is about no effect; mostly tested at two doses, the higher about 12 µM
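Cells at 1500/well, incubated overnight, then treated with pinned compounds (dopamine as control) for 90 min at 37 degrees C. DiscoveRx reagent added for 30 - 60 minutes at room temperature; luminescence read.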
FUS yeast rescue: suppressors of FUS proteinopathy in yeast. S. cerevisiae FUS-expressing, growth rescue, OD600, 24 h. Potency, µM (doses to about 76.6 µM), for inactives: at the highest dose growth rescue (activation), most hits filed as activators. 390,000 tested, 0.24% active. AID 1347120;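 also: potency is read from the fitted curve at half-maximal effect; plate controls were DMSO vehicle for no effect and reference control for full effect; nearly all actives have a fitted effect of over 55% in size; some results filed as inactive show a strong effect at the top dose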
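Absorbance at 600 nm, taken 24hr after compound addition, measured rescue of FUS-yeast growth at 30C. Induction used 2% galactose with seeding at OD 0.005. Controls: CP55940 from 92uM final, DMSO only.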
EPAC2 antagonist: blocks human EPAC2 exchange factor; Potency, µM (doses to about 114 µM), without a hit: at the top dose activity, negative = inhibition, usual class: inhibitors; 360,000 tested, 0.18% active; Q8WZA2; EPAC2 GEF exchange of Rap1B-BODIPY-GDP, fluorescence; also: potency is read from the fitted curve at half-maximal effect; % is scaled to controls: 0 for no effect and ±100 for the full control effect; nearly all actives have a fitted effect of over 45% in size; many of its hits are not listed in these tables
Abeta rescue: restores growth of yeast expressing A-beta42 peptide. yeast expressing A-beta42, growth rescue, OD600, 48 h; response scale: 0% DMSO, 100% iron-clioquinol control. Potency, µM (doses to about 46.1 µM), inactives show at the highest dose growth rescue, most hits filed as activators. 410,000 tested, 0.063% active. AID 1347071; also: potency is read from the fitted curve at half-maximal effect; nearly all actives have a fitted effect of over 55% in size
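Growth rescue measured by 600 nm absorbance after 48 h yeast culture at 30 C with compound. Values normalized between DMSO and an equimolar ferric chloride plus clioquinol control.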
* marks the source's active call; other numbers are inactive results; ? = inconclusive; / = no result given; [ ] = another dose, or the depositor's remark. Unless noted, calls follow the shape of the dose curve; as a rule, active = well fitted curve in the direction sought with a large enough effect; inconclusive = small, poorly fitted or top-dose-only effect, or another doubt; inactive = no such curve, though single readings can be large; an effect the other way counts as inactive or inconclusive.

SMILES	TDP-43 yeast inh	EPAC2 agonist	aSyn rescue	DRD3 antagonist	D3 ag	FUS yeast rescue	EPAC2 antagonist	Abeta rescue
Cc1csc(NC(=O)CSc2sc3c(O)cc(=O)[nH]c3c2C#N)n1	-2.7%	0.0%	-0.7%	4.4	3.4	?	-0.9%	4.8%
COc1ccc(CC(=O)NCc2ccco2)cc1OC	-13.0%	9.1%	2.8%	20.7	-2.2	-13.4%	-2.4%	-25.0%
Cc1cccc(N2CCN(C(c3ccncc3)c3nnnn3C(C)(C)C)CC2)c1C (stereo not given)	11.4%	3.2%	-3.0%	0.4	-0.6	28.6%	-11.4%	10.3%
CCNC(=O)COC(=O)/C=C/c1cccs1	14.4%	8.8%	-10.1%	2.0	-2.6	-32.1%	10.2%	-5.5%
O=C(NC1CCCCC1)c1n[nH]c2c1CCCCC2	11.7%	10.3%	-2.3%	4.4	-13.4	-17.3%	-3.9%	-3.6%
O=C(NCCc1ccccc1)C(=O)NCC1OCCCN1S(=O)(=O)c1cc(F)ccc1F (stereo not given)	-5.7%	10.5%	-12.2%	?	-2.9	/	-0.8%	-4.8%
NC(=O)CNC1CC(=O)N(CCc2ccccc2)C1=O (stereo not given)	-28.1%	5.1%	-0.6%	-16.3	-9.4	38.4%	6.6%	-22.0%
O=C(OCC#CCSc1nnc(-c2cccc3ccccc23)o1)c1cccc2[nH]ccc12	/	17.7%	/	/	/	2.2%	6.7%	7.1%
Cc1nc(NC(=O)CSc2nc(N)cc(N)n2)sc1C	-9.2%	1.5%	1.7%	-6.2	5.4	7.1%	2.4%	-24.0%
CCn1c(SCC(=O)N/N=C/c2cc(OC)c(OC)c(OC)c2)nc2ccccc21	3.8%	-1.1%	2.0%	22.8	0.1	-4.1%	11.1%	3.7%
S=C(NCc1cccnc1)Nc1cccc2ccccc12	-3.4%	1.5%	-11.8%	-14.6	-3.1	-1.7%	8.1%	-5.4%
COc1ccc(S(=O)(=O)c2ccc(OCC3CO3)cc2)cc1 (stereo not given)	/	-0.7%	-0.6%	7.2	1.5	4.1%	-27.6%	-1.4%
COc1cccc(NC(=O)C2CCN(C(=O)[C@@H]3Cc4ccccc4CN3C(=O)OC(C)(C)C)CC2)c1	8.8%	8.6%	3.8%	32.5	2.0	31.7%	-15.3%	8.7%
O=C(CSc1nnc(CNC(=O)c2c(F)cccc2F)o1)c1ccc(Cl)cc1	19.8%	1.5%	4.7%	26.7	-1.9	2.7%	2.7%	-2.3%
COc1cc(C(=O)N/C(=C\c2cn(C)c3ccccc23)C(=O)NCCCn2ccnc2)cc(OC)c1OC	1.7%	2.4%	5.5%	2.5	-0.2	10.5%	3.5%	-7.4%
CCc1cccc(OCC(=O)Nc2ccc(S(=O)(=O)Nc3cc(C)nc(C)n3)cc2)c1	0.2%	/	/	/	0.1	22.1%	/	-13.8%
CCCCn1c(-c2ccc(S(=O)(=O)N3CCOCC3)cc2)csc1=Nc1ccccc1	5.9%	/	/	/	1.8	-12.5%	/	-17.4%
CCC(=O)N1CCN=C1SCc1cccc(C(F)(F)F)c1	18.0%	5.8%	-10.9%	0.3	5.5	-24.0%	-10.8%	-9.8%
Cc1nn(C(C)C(=O)NCCCc2ccccc2)c(=O)c2nn(-c3ccccc3)c(C)c12 (stereo not given)	-5.9%	6.7%	-0.6%	-0.9	5.9	13.6%	-13.5%	3.7%
COc1cccc(-c2nnn(CC(=O)N(CC(C)C)C3CCS(=O)(=O)C3)n2)c1 (stereo not given)	0.3%	14.2%	0.0%	11.2	2.1	12.3%	11.5%	-9.4%
CCN(CC)CCCNC(=O)c1cc2c(-c3ccc(Cl)cc3)nn(C)c2s1	-0.9%	3.6%	-12.7%	?	-15.7	4.3%	5.2%	-4.3%
N#Cc1cccc(CN2CCC(=O)N(CCO)CC2)c1	-3.9%	9.7%	-3.7%	-10.8	-4.0	-16.5%	2.9%	-6.9%
COc1ccc(NC(=O)c2ccc(CN(c3cc(Cl)ccc3C)S(=O)(=O)c3ccccc3)cc2)cc1OC	-12.3%	3.5%	0.8%	12.2	3.0	15.5%	4.3%	3.6%
COc1ccc(N(CC(=O)O)S(C)(=O)=O)cc1OC	-6.9%	-6.6%	-2.0%	-18.0	2.8	-6.9%	-5.3%	-15.5%
Oc1ccc(Nc2ccnc3cc(Cl)ccc23)cc1	-19.2%	9.5%	-5.9%	-25.4	-9.3	23.8%	13.9%	-16.5%

Other entries:
SMILES	TDP-43 yeast inh	EPAC2 agonist	aSyn rescue	DRD3 antagonist	D3 ag	FUS yeast rescue	EPAC2 antagonist	Abeta rescue
O=C(COC(=O)CCc1c[nH]c2ccccc12)NC1CCS(=O)(=O)C1 (stereo not given)	8.7%	6.1%	-5.3%	-10.1	-5.4	?	3.6%	-4.7%
Cc1cccc(-n2c(-c3csc(C(C)C)c3)n[nH]c2=S)c1	?	3.1%	2.2%	-14.3	-33.6	19.4%	-6.2%	?
CCCCOc1ccc(C(=O)NCc2ccccn2)cc1	0.5%	0.7%	-2.3%	-6.8	-10.7	6.5%	7.8%	-15.4%
CCSc1nnc(NC(=O)CSc2nncc(=O)n2N)s1	0.9%	-0.2%	3.4%	12.7	11.8	-3.4%	1.0%	-4.5%
Cn1nnnc1SCC(=O)N1N=C(c2ccc(Cl)cc2)CC1c1ccco1 (stereo not given)	17.0%	7.5%	16.2%	-2.1	-2.0	-17.0%	-27.1%	1.8%
O=C(NCc1ccccn1)c1cccc(S(=O)(=O)N2CCCCC2)c1	18.4%	1.0%	4.6%	-14.4	3.6	-7.7%	-3.9%	2.9%
CSc1ccc(S(=O)(=O)N(CC(=O)NN=C2CCN(C)CC2)c2ccc(C)cc2)cc1	20.7%	1.6%	-5.2%	4.1	-1.3	19.0%	-2.0%	-1.6%
CCC(Sc1nnc(-c2ccc(F)cc2)c(-c2ccc(F)cc2)n1)C(=O)NC1CCCC1 (stereo not given)	0.0%	/	/	/	3.6	?	/	-1.3%
CCCCN1CCN=C1Nc1ccccc1	?	12.7%	-1.2%	-10.9	16.8	-14.8%	1.4%	0.0%
CCn1c(-c2csc3c2CCC(C)C3)n[nH]c1=S (stereo not given)	11.2µM*	3.3%	9.5%	?	-1.9	/	-3.3%	-18.5%
O=C(COC(=O)c1c[nH]c(=O)[nH]c1=O)Nc1ccccc1	17.4%	-2.5%	5.7%	3.1	1.8	14.8%	-6.2%	5.8%
Cc1ccc(C(=O)Nc2cc3c(cc2C)n(C)c(=O)c(=O)n3C)cc1	13.5%	/	/	/	4.0	-9.0%	/	9.5%
CCCCC(=O)Nc1ccc(C(=O)NNC(=O)CCCOc2ccc(Cl)cc2Cl)cc1	13.5%	5.5%	3.2%	-8.6	12.4	/	6.9%	13.0%
CCOC(=O)CCNC(=O)CCNC(=O)C(c1ccccc1)c1ccccc1	-16.3%	-4.5%	1.6%	17.2	0.3	11.7%	0.0%	2.0%
O=C(COc1ccc2ccc(=O)oc2c1)NCCCn1ccnc1	-5.7%	6.3%	1.3%	5.5	1.5	-10.8%	3.4%	-5.6%
Cc1ccc(-n2cnnn2)cc1S(N)(=O)=O	1.2%[9.22 µM]	/	/	/	0.3	-19.0%	/	-8.1%
CN1CCN(C(CNS(=O)(=O)c2ccc([N+](=O)[O-])cc2)c2ccc(F)cc2)CC1 (stereo not given)	10.2%	4.9%	-4.0%	-8.7	-18.2	11.6%	2.7%	-1.7%
COC(=O)CNC(=O)CSc1nc2sccc2c(=O)n1-c1ccccc1	-20.7%	5.6%	2.4%	-10.4	-23.9	36.7%	-4.6%	-6.9%
COCCC(=O)N1CCc2ccc(NC(=O)c3ccc(C(F)(F)F)cc3)cc2C1	-2.1%	0.5%	-1.2%	-13.4	0.4	6.5%	9.7%	-2.7%
Cc1cccc(N2CC(C(=O)Nc3nnc(SCC(=O)Nc4cc(C)on4)s3)CC2=O)c1 (stereo not given)	0.0%	7.3%	-5.0%	13.9	-1.6	41.8%	6.2%	-12.0%
COc1ccc(C(=O)n2nc(-c3ccco3)nc2NCc2cccs2)cc1	0.0%[9.22 µM]	/	/	/	3.9	0.0%	/	-7.6%
Cc1ccc(C)c(Cn2c(SCC(=O)NCc3ccccc3)nc3ccccc32)c1	16.3%	/	/	/	-5.0	13.7%	/	-6.7%
COc1ccc2[nH]c(C)c(CCN(Cc3cccs3)C(=S)Nc3ccccc3OC)c2c1	6.6%	16.7%	3.0%	31.2	0.0	24.5%	-2.7%	2.4%
O=C(COc1cc2oc(=O)cc(-c3ccccc3)c2cc1Cl)NCC1CCC(C(=O)O)CC1 (stereo not given)	-2.2%	3.2%	-3.4%	6.5	2.3	-3.3%	-20.6%	6.5%
NCCCCCC(=O)Nc1ccncc1	-12.1%	6.4%	-0.5%	-25.8	-1.7	-2.3%	1.9%	0.4%
O=C(/C=C/c1ccccc1)Nc1cccc(C(=O)NC2CC2)c1	18.2%	6.6%	-1.9%	24.1	3.7	-18.8%	-4.6%	0.3%
CC(=O)Nc1cccc(-c2csc(C(C)(O)c3ccccc3)n2)c1 (stereo not given)	?	1.9%	-0.7%	-9.2	4.1	10.4%	2.6%	7.1%
O=C(NCc1ccccc1)C(c1ccco1)N(C(=O)c1cnccn1)c1ccc(F)cc1 (stereo not given)	5.1%	-5.2%	-7.1%	3.4	2.2	20.1%	9.7%	8.7%

An excerpt from above in order of formula weight, ascending:
SMILES	TDP-43 yeast inh	EPAC2 agonist	aSyn rescue	DRD3 antagonist	D3 ag	FUS yeast rescue	EPAC2 antagonist	Abeta rescue
CCCCN1CCN=C1Nc1ccccc1	?	12.7%	-1.2%	-10.9	16.8	-14.8%	1.4%	0.0%
O=C(/C=C/c1ccccc1)Nc1cccc(C(=O)NC2CC2)c1	18.2%	6.6%	-1.9%	24.1	3.7	-18.8%	-4.6%	0.3%
Cc1cccc(-n2c(-c3csc(C(C)C)c3)n[nH]c2=S)c1	?	3.1%	2.2%	-14.3	-33.6	19.4%	-6.2%	?
COC(=O)CNC(=O)CSc1nc2sccc2c(=O)n1-c1ccccc1	-20.7%	5.6%	2.4%	-10.4	-23.9	36.7%	-4.6%	-6.9%
Cn1nnnc1SCC(=O)N1N=C(c2ccc(Cl)cc2)CC1c1ccco1 (stereo not given)	17.0%	7.5%	16.2%	-2.1	-2.0	-17.0%	-27.1%	1.8%
CCCCC(=O)Nc1ccc(C(=O)NNC(=O)CCCOc2ccc(Cl)cc2Cl)cc1	13.5%	5.5%	3.2%	-8.6	12.4	/	6.9%	13.0%

High-throughput results from PubChem BioAssay.

An excerpt; the hit share may differ from the screen's.
